Screening results (PubChem)
C-LANA FP: inhibitors of KSHV C-LANA binding to DNA, primary screen, biochemical, fluorescence polarization, FAM-LBS DNA, MBP-C-LANA, single point. Kaposi's sarcoma herpesvirus LANA C-terminal domain (residues 932-1162) DNA binding. inhibition, % at 9 µM. hit rate 0.078% among 340,000. AID 504423, 2011;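 active = highest replicate inhibition at or above 60% at 9 µM, even if other replicates fall short; inactive = all replicates below 60% inhibition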;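 note: 0% = neutral control wells and 100% = 4 µM acridine orange control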
DAGLB inhibitor: DAGLB lipase inhibitors, primary screen, biochemical, fluorescence, HTS. Diacylglycerol lipase-beta (Homo sapiens), Q8NCG7. HEK293T DAGLB membrane lysate, EnzChek fluorogenic substrate. inhibition, % at 5.17 µM. hit rate 0.059% among 340,000. AID 504411, 2011; in the data active = inhibition above about 34%;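 note: 0% = enzyme with vehicle and 100% = wells lacking enzyme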
Target sequence (Q8NCG7 whole entry, looked up): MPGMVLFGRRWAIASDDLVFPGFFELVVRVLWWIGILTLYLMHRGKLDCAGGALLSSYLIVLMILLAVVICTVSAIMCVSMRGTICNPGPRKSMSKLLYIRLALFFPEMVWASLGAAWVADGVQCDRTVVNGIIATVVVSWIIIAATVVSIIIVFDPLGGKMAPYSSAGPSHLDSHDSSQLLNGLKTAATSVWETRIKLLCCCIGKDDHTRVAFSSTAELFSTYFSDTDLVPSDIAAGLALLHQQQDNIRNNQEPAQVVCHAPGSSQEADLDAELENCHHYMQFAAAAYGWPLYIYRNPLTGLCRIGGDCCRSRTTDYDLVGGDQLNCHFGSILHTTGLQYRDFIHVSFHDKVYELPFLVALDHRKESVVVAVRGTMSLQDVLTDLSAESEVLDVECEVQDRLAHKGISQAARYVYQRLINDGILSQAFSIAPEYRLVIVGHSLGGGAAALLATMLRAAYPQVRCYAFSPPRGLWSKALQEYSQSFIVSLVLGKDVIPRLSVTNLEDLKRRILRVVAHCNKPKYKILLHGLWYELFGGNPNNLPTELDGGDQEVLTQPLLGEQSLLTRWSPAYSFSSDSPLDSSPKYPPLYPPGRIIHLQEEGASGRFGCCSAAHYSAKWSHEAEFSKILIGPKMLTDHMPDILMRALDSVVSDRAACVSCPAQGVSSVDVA
SR-BI HDL uptake: inhibitors of SR-BI mediated HDL lipid uptake, primary screen, ldlA[mSR-BI] cells, fluorescence, single point | hit rate 0.96% among 320,000 | AID 488896, 2010 | inhibition, % at 12.5 µM | ldlA[mSR-BI] CHO cells, DiI-HDL uptake fluorescence, 3 h;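 active = mean replicate inhibition of at least 70% and a set share of replicates each scoring 70 or more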;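 note: 0% = median of neutral control wells and 100% = median of positive control wells; values of inactives mirror those of a sister screen read the other way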
Arr AP2 block: inhibitors of beta-arrestin/AP2 binding, primary screen, biochemical, GPCR trafficking, flow cytometry; inhibition, % at 10 µM; AID 504490, 2011; hit rate 0.31% among 340,000; beta-arrestin 1 C-terminal peptide binding to AP2 beta2-adaptin appendage (human); FITC-arrestin peptide / GST-AP2 beads; AP2 beta2 appendage carries R879A mutation;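 active = inhibition above a set limit, near 3 SD of compounds lacking own fluorescence, cut at about 54% in these data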;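 note: plate controls were DMSO wells for no effect and 5 µM unlabelled arrestin peptide for full effect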
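System: GST-AP2 R879A glutathione beads | Also added: FITC-arrestin peptide, 50 nM | Times: 12 min plus 1 h, RT | Signal: Bead flow cytometry, FITC channel | Buffer or medium: PBS with 0.05% Tween 20 and 0.1% BSA | Read-out basis: Percent drop in bead-associated FITC signal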
PKA-R2B activ: activators of PKA-R2B holoenzyme, primary screen, biochemical, fluorescence polarization, Cy5-IP20, human. hit rate 0.079% among 340,000. PKA-R2B holoenzyme dissociation; R2B truncated from residue 108, S112A mutant; 0% DMSO only, 100% 113 µM cGMP. activation, % at 11.4 µM;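 active = activation above a cutoff set at the mean over all compounds plus 3 SD, cut at about 18% in these data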;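 note: higher means more holoenzyme dissociation and a rise in polarization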
Target sequence (P31323 whole entry, looked up, other chains not shown, the tested form may be a part): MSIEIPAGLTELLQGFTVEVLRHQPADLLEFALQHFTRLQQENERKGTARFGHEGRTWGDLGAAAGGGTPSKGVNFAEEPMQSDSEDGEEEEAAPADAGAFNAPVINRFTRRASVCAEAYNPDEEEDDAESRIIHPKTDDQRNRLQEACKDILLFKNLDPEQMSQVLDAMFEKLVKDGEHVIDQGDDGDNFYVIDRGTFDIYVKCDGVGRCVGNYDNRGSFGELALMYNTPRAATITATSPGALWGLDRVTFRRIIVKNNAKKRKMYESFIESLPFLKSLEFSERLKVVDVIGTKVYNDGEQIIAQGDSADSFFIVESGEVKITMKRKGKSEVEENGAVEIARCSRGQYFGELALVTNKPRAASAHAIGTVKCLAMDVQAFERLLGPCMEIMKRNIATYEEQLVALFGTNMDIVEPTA
Keap1 Nrf2 FP: Keap1-Nrf2 protein-protein interaction inhibitors, primary screen, biochemical, fluorescence polarization, single point. AID 504523, 2011. Kelch-like ECH-associated protein 1 (Homo sapiens), Q14145. Keap1 Kelch-Nrf2 peptide fluorescence polarization, 1536-well. inhibition, % at 9.4 µM. hit rate 0.15% among 340,000; in the data active = inhibition above about 12%;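 note: human Keap1 Kelch domain with fluorescein labeled Nrf2 9mer peptide probe; 0% = neutral control wells and 100% = peptide positive control; higher means more block of Keap1 binding to Nrf2 peptide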
NSD2 inh: NSD2 histone methyltransferase inhibitors, primary screen, biochemical, AlphaScreen, single concentration, set 2; NSD2 peptide methylation, 120 min; AID 743445, 2014; hit rate 0.54% among 310,000; inhibition, % at 12.5 µM; Histone-lysine N-methyltransferase NSD2 (Homo sapiens), O96028; in the data active = inhibition above about 50%
RTF Ca sens inh: cardiac RTF calcium sensitivity inhibitors, primary screen, biochemical, IANBD-TnC fluorescence, EC70 calcium. Troponin I, cardiac muscle (Homo sapiens) + Troponin T, cardiac muscle (Homo sapiens) + …. hit rate 0.12% among 340,000. IANBD-labeled cardiac RTF, Ca2+ fluorescence. AID 493244, 2011. inhibition, % at 7.15 µM;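 active = inhibition above the mean inhibition of all tested compounds plus 3 SD, cut at about 17% in these data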;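 note: assay run at fixed EC70 calcium of 1.6 mM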
SR-BI DiI-HDL act: activators of SR-BI mediated DiI-HDL uptake, primary screen, ldlA[mSR-BI] CHO cells, DiI fluorescence; 3 h; 100 = double the neutral-control signal; activation, % at 12.5 µM; hit rate 0.096% among 320,000;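 active = mean replicate activation of at least 60% and every replicate at or above 60%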;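 note: 0% = median plate neutral-control signal and 100% = twice that signal; values of inactives mirror those of a sister screen read the other way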
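System: CHO ldlA[mSR-BI] cells / Medium: HEPES-buffered (25 mM, pH 7.4) F12 plus 0.5% BSA / Probe or stimulus: labelled HDL, 10 µg/mL / Doses: single compound concentration, delivered by pin transfer / Schedule: 3 h, 37 °C / Measured by: DiI fluorescence, bottom read / Measure: cell-associated DiI fluorescence as measure of HDL uptake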
PvdQ acylase: P. aeruginosa PvdQ acylase inhibitors, primary screen, biochemical, fluorescence, plate reader and imaging, single point | PvdQ acylase [Pseudomonas aeruginosa LESB58] | purified PvdQ acylase | inhibition, % at 10 µM | hit rate 0.063% among 340,000; in the data active = inhibition above about 30%, passing the limit was not always enough;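 note: 0% = vehicle neutral wells and 100% = reference inhibitor wells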
An asterisk follows results filed as active; . = not tested or not shown.

C-LANA FP	DAGLB inhibitor	SR-BI HDL uptake	Arr AP2 block	PKA-R2B activ	Keap1 Nrf2 FP	Structure	NSD2 inh	RTF Ca sens inh	SR-BI DiI-HDL act	PvdQ acylase
0.5	-7	50	-14	14	0	COc1cc(NC(=O)C(C)Oc2ccccc2)ccc1NC(=O)COc1ccccc1 (centres undefined)	-1	-9	-50	-6
-0.8	2	32	8	-2	-4	CCC(=O)N1CCc2cc(S(=O)(=O)NC(C(=O)NC3CCCc4ccccc43)C(C)C)ccc21 (centres undefined)	-1	-12	-32	5
0.1	0	-15	2	5	0	Cc1cccc(OCC(=O)NC2CCCC2)c1	4	2	15	-9
-0.4	-1	59	11	-10	-3	COc1cccc(/C=N/NC(=O)c2[nH]c(C)c(C(=O)N/N=C/c3cccc(OC)c3)c2C)c1	0	6	-59	-7
-0.4	3	-8	-3	3	0	CCOc1ccc(N2C(=O)CCC2=O)cc1	-1	5	8	-14
-0.5	0	-7	30	7	0	CN1CCN(c2oc(-c3cccs3)nc2S(=O)(=O)c2ccccc2)CC1	7	8	7	9
0.2	0	13	2	-2	-5	Cc1ccccc1-c1noc(CCC(=O)NCC2CCCO2)n1 (centres undefined)	25	-3	-13	-10
1.0	1	-7	6	5	3	CC(=O)N1CCOc2ccc(S(=O)(=O)N(C)c3cccc(C)c3)cc21	-4	-5	7	-4
-0.3	0	-19	4	4	1	Cc1ccnc(NC(=O)CCN2C(=O)c3ccccc3S2(=O)=O)n1	3	4	19	-2
-0.2	3	.	28	-19	-1	O=C(Nc1cccnc1)c1cc(-c2cc(Cl)ccc2O)n[nH]1	-1	-2	.	-8
0.7	-4	48	-3	-9	-10	CN(C)c1ccc(-c2nnn(CC(=O)N3c4ccccc4CCc4ccccc43)n2)cc1	-2	-1	-48	-11
3.6	2	86*	17	0	0	CCS(=O)(=O)c1ncc(Cl)c(C(=O)Nc2ccc(S(=O)(=O)N(C)c3ccccc3)cc2)n1	-2	-5	-86	7
0.0	2	-2	11	8	3	Cc1ccc(Cc2nnc(SCC(=O)Nc3c(C)cccc3C)[nH]c2=O)cc1	0	-5	2	-6
0.5	3	.	20	2	-2	CCC(=O)Nc1ccc(C(=O)Nc2ccc3c(c2)OCO3)cc1	6	3	.	14
0.0	-2	-1	11	-13	-4	Cc1ccc(-n2nnc3c(SCC(=O)NCC4CCCO4)ncnc32)cc1 (centres undefined)	.	-10	1	0
-0.8	-4	74*	22	-2	6	CCC1(CC)NC(=O)N(CC(=O)OC(C)C(=O)Nc2cc([N+](=O)[O-])ccc2OC)C1=O (centres undefined)	1	-7	-74	3
-0.6	1	.	8	1	-1	CC1(N(O)/C=C2\C=CC=CC2=O)CCCCC1=O (centres undefined)	4	-20	.	-6
0.5	1	4	3	-1	5	Cc1ccc(C(=O)N(c2c(C)n(C)n(-c3ccccc3)c2=O)C(C)C)cc1	1	-14	-4	-8
1.1	-3	-19	33	2	1	CCCN1CCN(C(=O)c2cc3c(s2)-c2ccccc2OC3)CC1	.	-9	19	-1
1.2	-6	12	18	-5	0	Cc1nnc2n(c1=O)N=C(c1ccc(Cl)cc1)CS2	0	0	-12	7
0.0	2	-8	5	1	-3	COc1ccc(CN2C(=O)C(O)(CC(=O)c3ccc4c(c3)OCO4)c3ccccc32)cc1OC (centres undefined)	5	-8	8	-4
-1.5	-2	25	10	-1	-1	COc1ccc(CNC(=O)c2ccc(NC(=O)CC3SC(N4CCCC4)=NC3=O)cc2)cc1 (centres undefined)	1	-12	-25	-7
0.9	-13	2	4	-5	-5	Cc1ccc(OCC(=O)Nc2ccc3c(c2)OCO3)cc1C	0	-16	-2	-19
-0.3	-2	-4	-31	-2	-4	O=C(O)CCSc1nc2ccccc2n1CCOc1ccccc1	1	1	4	-14
-0.7	1	-12	14	-1	-1	CCOC(=O)c1oc2ccc(S(=O)(=O)n3nc(-c4ccc(C)cc4)cc3N)cc2c1C	.	-11	12	-11
1.0	1	22	12	6	0	Cn1c(/C(C#N)=C(\O)COc2ccc3ccccc3c2)nc2ccccc21	-2	-10	-22	-2
1.5	2	-2	9	-4	-5	O=[N+]([O-])c1cc(CN(CCO)CCO)ccc1O	4	-1	2	17
0.5	-1	8	5	-3	-4	O=[N+]([O-])c1cccc(Oc2ncccc2[N+](=O)[O-])c1	3	-1	-8	6
-3.0	-1	-41	-7	2	-2	O=C(CN1C(=O)C2C3C=CC(C3)C2C1=O)Nc1ccc(C(=O)O)cc1 (centres undefined)	.	-9	41	-8
0.2	-9	-2	4	-9	-4	COC(=O)c1ccc(CSc2nc(-c3ccccc3)cs2)o1	.	-11	2	-11

Record cards, from the list above. Values in the order: C-LANA FP	DAGLB inhibitor	SR-BI HDL uptake	Arr AP2 block	PKA-R2B activ	Keap1 Nrf2 FP	NSD2 inh	RTF Ca sens inh	SR-BI DiI-HDL act	PvdQ acylase
Cc1ccc(OCC(=O)Nc2ccc3c(c2)OCO3)cc1C as listed: 0.9	-13	2	4	-5	-5	0	-16	-2	-19
COc1ccc(CN2C(=O)C(O)(CC(=O)c3ccc4c(c3)OCO4)c3ccccc32)cc1OC (centres undefined) as listed: 0.0	2	-8	5	1	-3	5	-8	8	-4

Additional compounds follow.
C-LANA FP	DAGLB inhibitor	SR-BI HDL uptake	Arr AP2 block	PKA-R2B activ	Keap1 Nrf2 FP	Structure	NSD2 inh	RTF Ca sens inh	SR-BI DiI-HDL act	PvdQ acylase
1.2	-12	21	5	-6	-7	O=C(Nc1ccccc1C(=O)OCC(=O)N1CCc2ccccc2C1)c1ccco1	-1	1	-21	-10
0.3	0	8	6	-5	-9	CCOCCCNC(=O)c1[nH]c(C)c(C(C)=O)c1C	1	-1	-8	9
-1.5	-4	-12	4	-11	-1	Cc1c(N/C(=N/S(=O)(=O)c2ccccc2)c2ccc(Cl)cc2)c(=O)n(-c2ccccc2)n1C	-1	11	12	2
-1.4	7	-17	-6	-8	-1	O=C(COC(=O)c1cccc(S(=O)(=O)NCc2ccccc2)c1)c1ccccc1	-1	1	17	10
1.2	-1	4	15	1	-2	COC(=O)Cn1ncc2c3ccccc3n(C)c2c1=O	4	8	-4	3
-0.2	0	49	-3	-4	-2	CN(C(=O)c1cccc(NC(=O)C2CCCN(C(=O)OC(C)(C)C)C2)c1)C1CCC1 (centres undefined)	.	-11	-49	-2
-0.8	-1	11	12	-5	-3	COc1cc(C2C3=C(CC(C)(C)CC3=O)N(C)C3=C2C(=O)CC(C)(C)C3)ccc1O	5	0	-11	3
2.4	-20	50	4	2	2	COc1ccc(CN(CCC(C)C)S(=O)(=O)c2ccccc2Br)c(OC)c1	.	-5	-50	-15
-2.0	-7	8	-2	-4	4	Cc1ccc2c(CN3CCCCC3C)cc(=O)oc2c1C (centres undefined)	0	-13	-8	3
-2.3	-20	-6	15	-3	8	Cc1ccc(/C(N)=N/OC(=O)C(C)c2ccc([N+](=O)[O-])cc2)cc1 (centres undefined)	1	-8	6	-17
0.0	0	-23	17	-11	0	CNc1nc(C(=O)O)nc(N2CCOCC2)n1	-4	-1	23	2
1.6	0	-2	9	4	-3	Cc1ccc(C(=O)NCC(=O)OCC(=O)c2ccc3c(c2)OCCO3)cc1C	0	-3	2	-14
0.6	-4	54	1	1	1	Cc1nc2c(-c3ccc(F)cc3)c(C)nn2c(C)c1CCC(=O)Nc1ccccc1F	-4	-9	-54	-5
-1.0	-3	0	-4	7	3	Cc1ccc(SCC(=O)Nc2cc(C)on2)cc1	-1	-1	0	-6
-0.2	-3	-6	-2	3	0	CN1C(C)(C)CC(=NOC(=O)c2ccccc2)CC1(C)C	6	-8	6	-11
-2.2	12	9	19	-11	-2	CN(C)c1ccc(N/C=C/C(=O)c2ccc(F)cc2)cc1	5	-3	-9	-1
-1.4	2	45	6	-2	-4	Cn1cc(/C=N/NC(N)=S)c2ccccc21	1	-2	-45	-14
-4.2	-6	32	30	-4	6	CCOC(=O)c1c(NC(=O)C(C)OC(=O)c2ccc(NC(=O)CC#N)cc2)sc2c1CCCC2 (centres undefined)	-1	-7	-32	3
-0.7	15	4	24	7	-2	Oc1oc(-c2ccco2)nc1C=Nc1cccc(Cl)c1	1	-1	-4	7
-0.4	2	-7	7	5	-7	Cc1cccn2c(N)c(-c3ccccc3)nc12	-4	-6	7	-16
-1.3	-1	0	5	-3	0	Cc1oc(-c2cc(F)ccc2F)nc1CN1CCN(C)C(=O)[C@@H]1C	-2	-5	0	-1
1.1	2	-4	-2	-6	1	CN(C)c1ccc(C2(O)C(=O)c3ccccc3C2=O)cc1	0	-18	4	-17
-2.1	-1	-25	-1	-2	-9	CC(=O)N1CC=CC1(C)C(=O)NCc1cc(F)cc(C(F)(F)F)c1 (centres undefined)	.	4	25	-13
-0.3	2	16	15	0	-1	COc1ccc2nc(NC(=O)C3=NN(c4ccccc4)C(=O)CC3)sc2c1	4	-7	-16	-4
-3.1	-3	.	-2	5	0	COCCn1c(SCC(=O)NC2CCCCC2C)nc2ccccc2c1=O (centres undefined)	-2	-20	.	-8
-0.3	-8	.	10	-9	-2	COc1cc(-c2nnc(-c3ccccc3)o2)cc(OC)c1OC	-1	-12	.	-16
-1.7	-4	6	28	-16	-3	Clc1ccc(-c2c[nH]c3ccccc23)nn1	-2	-9	-6	12
0.8	-6	8	30	0	2	O=c1[nH]cnc2c1ncn2[C@@H]1C[C@@H](O)[C@H](CO)O1	-2	-2	-8	-2
-0.9	-1	-3	-6	-12	-1	OC1CCCC1NCc1ccnc2cc(Cl)ccc12 (centres undefined)	0	3	3	-12
1.6	0	-19	-5	-6	5	COC(=O)c1sccc1NC(=O)C1CC=CCC1C(=O)O (centres undefined)	1	10	19	-8
0.6	2	-24	0	-5	-4	CCOCCCNC(=O)C(c1ccccc1)N(Cc1cccs1)C(=O)CNC(=O)c1ccccc1 (centres undefined)	-2	-4	23	-6
-0.3	-3	4	2	6	-4	NC(=O)C1c2ccccc2Oc2ccccc21	-1	1	-4	-17
3.2	-2	-3	5	-4	3	COc1cc(C2C(C#N)=C(N)OC3=C2C(=O)CC(C)(C)C3)ccc1OC(=O)N1CCOCC1 (centres undefined)	-2	-6	3	-15
